# Assay outcomes: PubChem, The Scripps Research Institute Molecular Screening Center
# M4 antag: CHRM4 antagonism in calcium assay; CHO-hM4 cells, ACh EC80, Fluo-8 calcium fluorescence; inhibition, % at 3 µM; 0.73% of 360,000 active; AID 624125;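 active = inhibition above its plate's cutoff, the mean inhibition of sample wells plus 3 SD, cut at about 27% in these data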;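 also: 0% = acetylcholine EC80 with DMSO and 100% = DMSO without agonist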
# Target sequence (P08173 whole entry, looked up): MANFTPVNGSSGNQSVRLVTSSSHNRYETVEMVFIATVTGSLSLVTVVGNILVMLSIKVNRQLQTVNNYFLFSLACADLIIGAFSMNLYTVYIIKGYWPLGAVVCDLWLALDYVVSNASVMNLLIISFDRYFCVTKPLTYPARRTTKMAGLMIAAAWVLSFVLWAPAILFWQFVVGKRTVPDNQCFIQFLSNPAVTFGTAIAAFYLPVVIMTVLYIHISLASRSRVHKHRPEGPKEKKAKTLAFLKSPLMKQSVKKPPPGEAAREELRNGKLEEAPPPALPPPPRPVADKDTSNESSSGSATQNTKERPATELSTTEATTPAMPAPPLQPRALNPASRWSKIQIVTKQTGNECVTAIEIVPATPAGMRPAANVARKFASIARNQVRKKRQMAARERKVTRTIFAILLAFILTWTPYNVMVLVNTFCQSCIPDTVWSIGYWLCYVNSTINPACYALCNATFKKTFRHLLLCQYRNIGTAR
# CHRM1 antagonist: blocks human M1 muscarinic receptor. P11229. CHO-K1 hM1, Fluo-8 calcium fluorescence, ACh EC80 antagonist. inhibition, % at 3 µM. 1.3% of 360,000 active. AID 588852;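 active = percent inhibition above its own plate's cutoff, namely the mean of that plate's compound wells plus 3 SD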;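 also: peak over basal fluorescence ratio during 140 s after agonist addition; 0% = ACh EC80 plus DMSO and 100% = DMSO alone without agonist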
# Target sequence (P11229 whole entry, looked up): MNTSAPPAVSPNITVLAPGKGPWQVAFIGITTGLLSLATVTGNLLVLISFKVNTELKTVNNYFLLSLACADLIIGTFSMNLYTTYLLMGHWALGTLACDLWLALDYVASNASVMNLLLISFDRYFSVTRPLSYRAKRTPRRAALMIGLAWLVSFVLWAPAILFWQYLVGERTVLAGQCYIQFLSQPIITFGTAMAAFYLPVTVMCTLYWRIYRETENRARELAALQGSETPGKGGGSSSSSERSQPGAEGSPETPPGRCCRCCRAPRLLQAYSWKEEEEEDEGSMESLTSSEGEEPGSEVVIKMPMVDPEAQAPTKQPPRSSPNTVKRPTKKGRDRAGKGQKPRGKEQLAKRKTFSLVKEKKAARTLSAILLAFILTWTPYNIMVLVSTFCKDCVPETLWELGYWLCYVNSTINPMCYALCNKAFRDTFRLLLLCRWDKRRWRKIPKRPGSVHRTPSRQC
# OXTR potentiate: potentiates the human oxytocin receptor response | P30559 | CHO-OTR cells, Fluo-8 calcium fluorescence, potentiator mode; 0% = oxytocin EC15, 100% = EC100 | activation, % at 3 µM | 0.061% of 320,000 active | AID 2445;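 active = activation above that plate's cutoff, the mean activation of tested compounds plus 3 SD, cut at about 6.6% in these data, passing the limit was not always enough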;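 also: 100% uses oxytocin at 75 nM as the full agonist control; some results filed as inactive read as strong as hits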
#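 Assay system: CHO cell line stably expressing human OTR. Reagent: EC15 oxytocin agonist. Dosing: single dose, 3.0 µM nominal final compound concentration. Timing: compound 6 min at room temperature before oxytocin, 100 s read. Signal: kinetic Fluo-8 calcium fluorescence. Controls: oxytocin EC15 low and EC100 high.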
# CHO parental Ca: counter-screen: ATP calcium response change in parental CHO cells. parental CHO-K1, ATP-induced calcium, Fluo-8 fluorescence. inhibition, % at 5.6 µM. 0.63% of 330,000 active. AID 463079;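 active = inhibition above that plate's mean sample inhibition plus 3 SD, cut at about 26% in these data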;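 also: 0% = ATP-challenged DMSO wells and 100% = DMSO wells without ATP; some compounds past the cut are filed as inactive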
#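 Assay system: untransfected parental CHO cell line. Also added: ATP agonist challenge. Dosing: one dose, 5.6 µM nominal. Measured by: Fluo-8 fluorescence. Read-out: % inhibition. Benchmarks: ATP wells versus no-ATP DMSO wells. Repeats: no replicates.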
# CHO-K1 Ca antag: counter-screen for M1 antagonists: effect in parental CHO-K1 cells. AID 602250. 0.6% of 360,000 active. ATP-induced calcium, Fluo-8 fluorescence. inhibition, % at 3 µM;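 active = inhibition above a per-plate cutoff, the plate's mean sample inhibition plus 3 SD, cut at about 24% in these data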;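 also: 0% = DMSO plus EC80 ATP and 100% = DMSO alone without ATP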
# CHO-K1 Ca ag: nonselective activator or artifact in parental CHO-K1 cells; Fluo-8 calcium fluorescence; scaled to maximal ATP response, vehicle zero; activation, % at 3 µM; 0.48% of 360,000 active; AID 602248; in the data active = activation above about 15%;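 also: untransfected CHO-K1 host cells lacking M1 receptor as counterscreen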
# M4 ag: agonists of human muscarinic M4 receptor (CHRM4); P08173; CHO-K1 hM4/Gqi5, Fluo-8 calcium fluorescence; vehicle 0%, full acetylcholine response 100%; activation, % at 3 µM; 0.14% of 360,000 active; AID 624127;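 active = activation above the run mean over all test wells plus 3 SD, cut at about 32% in these data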;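 also: peak over basal fluorescence ratio per well then scaled between controls; 0% = DMSO wells and 100% = acetylcholine at EC100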
# CHRM1 agonist: activates human CHRM1 receptor; 0.33% of 360,000 active; CHO-K1 hM1, Fluo-8 calcium fluorescence, agonist mode; 0% DMSO, 100% acetylcholine EC100; activation, % at 3 µM;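 active = activation above the run's mean compound activation plus 3 SD, cut at about 16% in these data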;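 also: peak over basal fluorescence ratio within a 140 s kinetic read after compound addition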
# CHRM1 PAM: positive allosteric modulators of human M1 muscarinic receptor. P11229. CHO-K1 hM1, Fluo-8 calcium fluorescence, ACh EC20; 0% = ACh EC20, 100% = maximal ACh. activation, % at 3 µM. 0.088% of 360,000 active. AID 588819; in the data active = activation above about 19%, passing the limit was not always enough
# An asterisk follows results filed as active; nt = not tested or not shown. No enrichment for hits; about 2.9% have a hit in one of these screens.
SMILES,M4 antag,CHRM1 antagonist,OXTR potentiate,CHO parental Ca,CHO-K1 Ca antag,CHO-K1 Ca ag,M4 ag,CHRM1 agonist,CHRM1 PAM
CC(=O)COc1c(-c2ccco2)oc2ccccc2c1=O,0,-8,nt,nt,-6,0.4,2,-3,-1
CCOc1cccc(/C(O)=C2/C(=O)C(=O)N(Cc3ccco3)C2c2ccncc2)c1 (stereo unspecified),2,-6,-1,-2,14,-0.2,0,-2,-4
COc1cc(NC(=O)C/C(C)=N/NC(=O)Cc2ccc(Cl)cc2)c(OC)cc1Cl,8,-9,-1,-9,-10,0.0,1,-12,6
CCOCCn1c(=O)c2c(nc3n2CCCN3Cc2ccccc2)n(C)c1=O,-1,-16,-2,-9,-5,5.8,2,-2,16
Cc1cccc(NC(=O)C2CCN(S(=O)(=O)c3ccc4c(c3)C(C)(C)C(=O)N4C)CC2)c1C,-1,2,-3,-18,-2,0.2,2,-5,1
CCOC(=O)C1CCN(CC(C)(C)NS(=O)(=O)c2ccc(Cl)cc2)CC1,-5,-4,-6,-14,-9,3.1,4,-11,-8
CN1CCN(c2nc(N3CCN(c4ccccc4)CC3)ncc2F)CC1,-9,8,-6,10,-12,10,14,-6,-4
COc1ccc(OCc2cc(C(=O)N3CCCC(O)C3)no2)c2ccccc12 (stereo unspecified),6,9,-9,2,3,3.2,4,-1,-1
CC(C)Oc1ccc(/C=C/C(=O)NCC2COc3ccccc3O2)cc1 (stereo unspecified),-20,-5,-9,-15,-17,3.8,3,-6,0
CCC(C)Nc1nc2c(c(=O)n(C)c(=O)n2C)n1Cc1ccc(F)cc1 (stereo unspecified),7,-1,5,-16,-20,0.2,0,-12,2
COc1ccc(Cl)cc1S(=O)(=O)N1CCCC(C(=O)NCc2ccncc2)C1 (stereo unspecified),-5,-10,0,-10,-2,0.8,4,-4,2
CC(C)C[C@H]1CNC(=S)N1C[C@H]1CCCN1C[C@H](Cc1ccc(O)cc1)N1C[C@H](Cc2ccc(O)cc2)N(CC2CCCCCC2)C1=S,2,-6,nt,nt,12,1.0,3,-7,13

# An excerpt from above, reduced to CHO-K1 Ca ag and OXTR potentiate:
Structure	CHO-K1 Ca ag	OXTR potentiate
COc1ccc(OCc2cc(C(=O)N3CCCC(O)C3)no2)c2ccccc12 (stereo unspecified)	3.2	-9
CC(C)Oc1ccc(/C=C/C(=O)NCC2COc3ccccc3O2)cc1 (stereo unspecified)	3.8	-9
CCC(C)Nc1nc2c(c(=O)n(C)c(=O)n2C)n1Cc1ccc(F)cc1 (stereo unspecified)	0.2	5

# Next part.
SMILES,M4 antag,CHRM1 antagonist,OXTR potentiate,CHO parental Ca,CHO-K1 Ca antag,CHO-K1 Ca ag,M4 ag,CHRM1 agonist,CHRM1 PAM
C/C(CC(=O)Nc1cccc2c1CCCC2)=N\NC(=O)Cc1ccccc1,-16,-9,-12,-19,-13,1.9,0,-6,7
O=C(CN1C(=O)c2ccccc2C1=O)Nc1ccc(Cl)cn1,6,-2,-7,-10,2,2.0,0,-4,10
COc1ccc(Cc2nnc(SCC(=O)c3c(N)n(C4CC4)c(=O)[nH]c3=O)o2)cc1,4,3,0,-6,-20,0.5,1,0,1
O=C1CCCCN1CC(=O)N1CCCC(N2CCN(c3ccccc3F)CC2)C1 (stereo unspecified),-1,-15,-2,-5,-10,0.8,0,-7,10
COCc1cccc(-c2csc(C(C)(NC(C)=O)c3ccc(OC)cc3)n2)c1 (stereo unspecified),5,9,nt,nt,-10,0.2,2,-3,-9
Cc1cc(NC(=O)CN2C(=O)NC3(CCC(C)CC3)C2=O)no1 (stereo unspecified),6,-10,-2,-7,-8,0.0,0,-8,4
O=C(Nc1cccc(Cl)c1)Nc1cccc(Cl)c1,3,15,-22,74*,21,13,16,5,-7
Cc1ccc2c(c1)N(C(=O)CCC(=O)NCc1cccc(Cl)c1)CC(C)O2 (stereo unspecified),-1,-9,-3,-32,-15,1.5,5,-8,9
Cc1ccccc1C(=O)N1CCC(C(=O)NC2CCCC2)CC1,3,-17,-4,-7,-13,1.8,1,-2,11
O=C(NCc1cccnc1)c1cc(Sc2ccccc2Cl)nc2ccccc12,-4,5,-12,-14,6,4.0,13,-2,0
O=C(Nc1ccccc1F)c1ccc(S(=O)(=O)N2CCCCCC2)cc1,-5,6,0,1,13,-0.1,3,-2,5
O=C(NCc1ccccn1)c1cc2cc(Br)ccc2oc1=O,3,1,-7,-10,-11,0.4,0,-5,1

# An excerpt from above in order of their number in M4 antag, high to low.
structure | M4 antag | CHRM1 antagonist | OXTR potentiate | M4 ag | CHRM1 agonist | CHRM1 PAM
COCc1cccc(-c2csc(C(C)(NC(C)=O)c3ccc(OC)cc3)n2)c1 (stereo unspecified) | 5 | 9 | nt | 2 | -3 | -9
O=C(NCc1ccccn1)c1cc2cc(Br)ccc2oc1=O | 3 | 1 | -7 | 0 | -5 | 1
O=C(Nc1ccccc1F)c1ccc(S(=O)(=O)N2CCCCCC2)cc1 | -5 | 6 | 0 | 3 | -2 | 5

# (listing goes on)
SMILES,M4 antag,CHRM1 antagonist,OXTR potentiate,CHO parental Ca,CHO-K1 Ca antag,CHO-K1 Ca ag,M4 ag,CHRM1 agonist,CHRM1 PAM
C=C(C)CC(NCc1ccco1)c1ccc(OC)cc1 (stereo unspecified),0,-4,-6,5,-10,0.1,1,-4,4
CCc1ccc(CNCCNC(=O)c2ccco2)cc1,4,-7,nt,nt,-10,-0.3,0,-6,6
CCOC(=O)CNC(=O)CSc1nnc(-c2ccco2)n1N,13,21,-4,10,0,-0.1,1,-2,-5
CC(=O)CSc1nnc(-c2ccc(S(=O)(=O)N3CCC(C)CC3)cc2)o1,-1,1,-4,10,-16,1.1,0,-7,-4
O=[N+]([O-])c1ccc(F)cc1Oc1nc(-c2cccnc2)nc2ccccc12,-1,7,-8,-23,-17,1.8,4,-7,-6
O=C(N/N=C/c1ccccc1F)c1csc2c1CCCC2,-12,-29,-13,-8,-9,1.9,4,-3,1
COc1cc(CCNC2=CC(=O)c3ncccc3C2=O)ccc1O,-4,-8,nt,nt,-10,2.5,3,-2,5
CN(C)C(CNC(=O)c1ccc2nccnc2c1)c1ccco1 (stereo unspecified),-2,-16,-1,-8,-14,1.2,1,-7,8
O=C(CC(SCCO)c1ccc2c(c1)OCO2)c1ccco1 (stereo unspecified),-4,0,-6,-11,3,0.1,1,-2,1
O=C(OCc1cn([C@H]2C[C@H](c3ccccc3)N(C(=O)c3cccs3)C[C@@H]2O)nn1)c1ccccc1,-14,-9,nt,nt,-3,1.9,7,-3,5
Cc1ccc(NC(=O)CSCC(=O)NCCc2ccccc2)c(C)c1,-3,-3,-3,-14,-8,-0.5,0,-1,8
Cc1ccc2nc(NC(=O)c3ccc4c(c3)OCO4)sc2c1,1,-14,-5,-9,-17,-0.3,0,-3,9
Cn1cc(CN2CCC(n3nccc3NC(=O)CCOc3ccccc3)CC2)cn1,-10,-14,-5,-7,-14,-0.2,1,-2,16
COc1ccc(NC(=O)CN(C)C(=O)c2cc3c(cc2Cl)N2CCCCCC2=NS3(=O)=O)cc1,-12,-22,-5,14,1,-0.7,1,2,14
Cc1ccccc1CN(C)C(C)C(=O)Nc1ccccc1F (stereo unspecified),3,-4,-20,-18,-5,19*,-2,-3,7
NS(=O)(=O)c1ccc(CCNC(=O)COC(=O)/C=C/c2ccccc2Cl)cc1,2,-3,-8,-4,-10,4.9,9,6,3
Cc1nc2ccc(-n3ccc(=O)cc3)cc2s1,0,-20,-7,15,-8,0.3,0,-7,-26
O=C(CN1CCCCC1)Nc1cccc(Cl)c1,-3,-10,-7,-17,-14,1.4,3,-5,7
CCCC1CCc2c(sc(NC(=O)OCC)c2C#N)C1 (stereo unspecified),-7,-9,-17,-7,-2,0.4,-1,-2,6
O=C1CCCN1CCCNS(=O)(=O)c1cccc(F)c1,-2,4,-3,-4,-5,3.1,17,-4,0
Cc1ccc(Cn2c(=O)n(C)c(=O)c3sccc32)cc1,-6,-18,-8,-9,3,1.9,4,4,9
COc1ccc(N(C)C(=O)c2ccc3snnc3c2)cc1,-4,0,-4,-6,10,9.4,1,-2,3
Cc1ccc(S(=O)(=O)N2CCC(C(=O)OC3CCOC3=O)CC2)cc1C (stereo unspecified),2,1,0,-7,11,2.6,2,-4,3
CCOC(=O)c1c(N)sc(C(O)(C(F)(F)F)C(F)(F)F)c1-c1ccc(F)cc1,7,-8,-7,5,4,-0.1,-1,-2,3
Cn1cccc1Cc1nnc(SCC(=O)NC2CCCCC2)n1-c1ccc(F)cc1,1,-8,-5,-20,7,0.4,1,-6,6
COc1ccc(OC)c(-n2c(=S)[nH]c3cc(C(=O)N(C)Cc4ccccc4)ccc3c2=O)c1,-3,-5,-21,-20,-11,1.6,1,-7,4
Cc1oc2ccc(OCc3ccc(F)cc3Cl)cc2c1C(=O)O,5,-1,-2,8,-2,0.8,0,-1,4
CC(Oc1ccccc1)c1nnc(N)s1 (stereo unspecified),-3,-3,-11,7,0,-0.4,1,0,12
COc1ccc(CNC(=O)COC(=O)C2=Cc3ccccc3OC2)cc1,-12,-10,nt,nt,-16,0.4,0,-2,13
CCOC(=O)Cn1nnnc1C(CC)N(Cc1ccccc1)Cc1cc2cc(C)ccc2[nH]c1=O (stereo unspecified),-1,-6,3,-18,1,0.2,0,-3,6
CCOc1ccc(N(CC(=O)NCc2ccc(OC)cc2)C(=O)CCC(=O)Nc2nccs2)cc1,12,-2,-11,-23,-4,-0.8,-2,-11,-5
Cc1cc(C(=O)Nc2cccc(C(=O)O)c2)oc1C,1,7,-2,2,3,0.1,0,-3,-3
CC(C)n1c(SCC(N)=O)nc2c1c(=O)n(C)c(=O)n2C,-1,-16,-9,-1,-9,0.1,1,2,13
O=C(N/N=C/c1cccc(O)c1)c1cc(C2CC2)nc2ccccc12,1,-7,-9,-21,-9,2.1,4,-1,0
Cc1c(C(=O)NNC(=O)c2cccnc2)cccc1[N+](=O)[O-],9,11,1,-8,-15,0.8,0,-3,2
Cc1cc(C)n(-c2ccc(NC(=O)C3CCCCN3C(=O)c3ccoc3C)cc2)n1 (stereo unspecified),5,-5,-4,-14,-11,2.2,4,-2,5
CC(C)CNC(=O)CCc1c[nH]c2ccccc12,-2,-16,-4,-16,-6,0.1,1,-2,13
COC(=O)CCC(=O)Nc1ccc(Cl)c(Cl)c1,-7,-13,-7,-5,-13,1.7,3,-1,13
Clc1cccc(CSc2nc3ccncc3[nH]2)c1,-12,-13,-7,-15,-11,1.9,4,-3,5
O=C1CC2(CCN(C(=O)C3CC(=O)N(c4ccccc4)C3)CC2)Oc2ccccc21 (stereo unspecified),-9,-2,1,-16,-11,2.2,4,-1,3
CCc1ccc(N2CC(C(=O)Nc3cccc(S(=O)(=O)N4CCCC4)c3)CC2=O)cc1 (stereo unspecified),13,-7,-15,-19,-8,0.9,2,-8,-2
Cc1nn2c(=O)cc(COC(=O)c3ccc(NC(=O)C(C)(C)C)cc3)nc2s1,-7,-3,-4,-3,-7,5.2,11,0,5
Cc1cc(C)n(-c2c(F)c(F)c(CO)c(F)c2F)n1,-10,1,-1,0,5,-0.2,0,-1,3
CC(C)NC(=O)C1(C)CCCCN1Cc1cccc(C(F)(F)F)c1 (stereo unspecified),-7,-4,nt,nt,12,-0.3,-1,1,8
